sEH activator = soluble epoxide hydrolase activators, primary screen, biochemical, human sEH. Bifunctional epoxide hydrolase 2 (Homo sapiens), P34913. purified human sEH enzymatic activity, activator screen. activation, % at 2 µM. actives 0.04% (n = 91,000). AID 717, 2007; in the data active = activation above about 37%; note: values of inactives mirror those of a sister screen read the other way
Smad3 inh = Smad3/FoxH1 peptide binding inhibitors, primary screen, biochemical, TR-FRET. Mothers against decapentaplegic homolog 3 (Homo sapiens), P84022. TR-FRET Smad3/Dy647-FoxH1 peptide binding, europium anti-His. inhibition, % at 25 µM. actives 0.29% (n = 88,000). AID 630, 2007;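 active = compounds that reduce the energy-transfer binding signal between the protein and its labelled peptide by more than half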;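 note: 0% = Smad3 plus labelled peptide maximal FRET and 100% = peptide-only background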
Target sequence (P84022 whole entry, looked up): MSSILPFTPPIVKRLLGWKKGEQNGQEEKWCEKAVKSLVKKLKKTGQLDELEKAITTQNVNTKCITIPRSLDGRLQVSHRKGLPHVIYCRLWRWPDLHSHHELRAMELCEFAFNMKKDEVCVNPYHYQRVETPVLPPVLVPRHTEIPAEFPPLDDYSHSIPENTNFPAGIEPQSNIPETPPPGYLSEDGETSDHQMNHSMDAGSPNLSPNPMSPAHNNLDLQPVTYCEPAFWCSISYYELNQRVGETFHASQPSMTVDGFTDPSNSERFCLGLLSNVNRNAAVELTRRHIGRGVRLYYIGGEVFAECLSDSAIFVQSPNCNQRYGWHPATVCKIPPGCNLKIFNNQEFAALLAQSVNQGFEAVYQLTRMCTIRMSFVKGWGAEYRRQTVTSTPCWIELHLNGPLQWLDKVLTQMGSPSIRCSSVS
ERa coact pot = enhancers of ERα–SRC-1 coactivator binding, primary screen, biochemical, TR-FRET, ERα LBD, low estradiol; Estrogen receptor (Homo sapiens), P03372; coactivator binding (% of control), % at 25.6 µM; actives 1.3% (n = 86,000); TR-FRET ERalpha-LBD/SRC-Cy5 coactivator binding, 2 h; 100 = basal binding, no effect; in the data active = activity above about 200%;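 note: binding measured in presence of low estradiol as agonist stimulus; 0% = peptide alone without receptor and 100% = receptor with peptide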
H69AR inhibit = proliferation blockers of H69AR lung cancer cells, primary screen, cell-based, human, 86K library; H69AR lung tumor viability, ATP luminescence, 72 h; hits give low values; viability, % at 10 µM; actives 6% (n = 85,000);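 active = viability at or below 40%; inactive = viability above 40%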;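 note: multidrug resistant small cell line overexpressing MRP-1 efflux transporter; 100% = mean luminescence of untreated control wells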
Lung fibro prol = antiproliferative effect on LL 47 fibroblasts – human, LL 47 cells, CellTiter-Glo luminescence, primary screen; LL 47 human lung fibroblast viability, ATP luminescence; hits give low values; viability, % at 10 µM; actives 1.1% (n = 85,000);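 active = viability at or below 50% in the single dose screen; inactive = viability above 50%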;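 note: compound exposure lasted 72 h before the ATP readout; 100% = median luminescence of untreated cell-only wells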
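test system = LL 47 human lung fibroblasts | amount = 1,150 fibroblasts seeded per well | medium = 15% FBS in IMEM | times = overnight cell rest, 72 h compound treatment at 37 °C | measured by = CellTiter-Glo luminescence measuring cellular ATP | read-out = viability percentage against median untreated-cell control | benchmarks = cell-only wells, no compound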
ERa SRC1 inh = ERα–SRC-1 coactivator interaction inhibitors, primary screen, biochemical, TR-FRET, ERα LBD, estradiol-bound. Estrogen receptor (Homo sapiens), P03372. TR-FRET ER-alpha LBD / SRC-1 peptide. inhibition, % at 25.6 µM. actives 1.7% (n = 86,000). AID 629, 2007; in the data active = inhibition above about 50%;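 note: 0% = receptor plus peptide control and 100% = peptide only without receptor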
HUVEC inhibit = inhibitors of HUVEC proliferation, primary screen, cell-based, 384-well; actives 1.1% (n = 86,000); CellTiter-Glo luminescence, 72 h; hits give low values; viability, % at 10 µM (by protocol); AID 648, 2007;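 active = viability at or below 30%; inactive = viability above 30%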;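 note: 100% = median luminescence of DMSO-only cell control wells on each plate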
ERb SRC1 inh = inhibitors of ERβ-SRC1 coactivator interaction, primary screen, biochemical, TR-FRET, ERβ LBD, SRC-1 peptide | TR-FRET ER-beta LBD / SRC1-Cy5 peptide binding; receptor agonist-loaded with 1 µM estradiol | AID 633, 2007 | inhibition, % at 25.6 µM | actives 1.3% (n = 86,000) | Estrogen receptor beta (Homo sapiens), Q92731;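 active = compounds whose percent inhibition of the receptor-coactivator binding signal exceeds about 50% in the single-dose screen, limit read from the data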;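 note: 0% = receptor plus peptide wells without compound and 100% = peptide-only wells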
Target sequence (Q92731 whole entry, looked up, the tested form may be a part): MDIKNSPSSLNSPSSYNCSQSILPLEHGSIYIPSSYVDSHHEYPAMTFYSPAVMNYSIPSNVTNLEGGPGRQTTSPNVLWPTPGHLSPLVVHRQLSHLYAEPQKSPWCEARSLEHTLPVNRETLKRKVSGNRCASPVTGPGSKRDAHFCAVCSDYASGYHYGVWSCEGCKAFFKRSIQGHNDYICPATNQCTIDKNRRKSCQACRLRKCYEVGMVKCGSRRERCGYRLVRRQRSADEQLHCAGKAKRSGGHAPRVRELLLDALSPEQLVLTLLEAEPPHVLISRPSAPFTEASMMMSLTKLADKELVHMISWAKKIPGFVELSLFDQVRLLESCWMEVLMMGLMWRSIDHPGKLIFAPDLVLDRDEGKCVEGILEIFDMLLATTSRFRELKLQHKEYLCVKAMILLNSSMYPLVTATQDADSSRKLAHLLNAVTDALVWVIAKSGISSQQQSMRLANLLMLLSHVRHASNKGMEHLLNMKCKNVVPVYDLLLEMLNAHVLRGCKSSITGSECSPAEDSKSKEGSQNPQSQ
Candida biofilm = clotrimazole potentiators killing Candida biofilms, primary screen, with clotrimazole, Alamar Blue | C. albicans biofilm + clotrimazole | inhibition, % at 6 µM | actives 0.14% (n = 85,000) | AID 834, 2007;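 active = inhibition above 20%; inactive = inhibition below 20%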;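 note: preformed 24 hr biofilms exposed to compound for 48 hr; 0% = biofilm without compound and 100% = blank killed by clotrimazole plus chlorhexidine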
Numbers without * were called inactive; . = no result given; [ ] = remark or other dose. An excerpt; rates above refer to the full screens.

Molecule	Candida biofilm	ERb SRC1 inh	Lung fibro prol	sEH activator	ERa coact pot	Smad3 inh	H69AR inhibit	ERa SRC1 inh	HUVEC inhibit
CC(Oc1ccc(Cl)cc1Cl)c1nc(-c2ccc(NC(=O)c3ccncc3)cc2)no1 (stereo not drawn)	3.6	-5.9	82.0	-7.3	86.6	-11.4	24.9*	-1.7	49.9
CCOC(=O)c1ccc(NC(=O)N2CCCCC2)cc1	-0.1	-4.0	103.4	-17.8	95.6	-6.0	96.9	-3.1	97.2
CCC(CC)C(=O)NCCNC(=O)C(CC)CC	-7.8	0.6	100.2	-1.8	133.5	-4.3	88.8	3.9[fluorescence artefact?]	112.2
N#Cc1c(N2C(=O)C3C4C=CC(C4)C3C2=O)sc2c1CCC2 (stereo not drawn)	2.4	8.2	104.1	0.4	102.7	3.2[fluorescence artefact?]	88.3	6.4[fluorescence artefact?]	97.8
Cc1cc(C(=O)N2CCN(S(C)(=O)=O)CC2)cs1	7.9	2.0	98.1	.	103.9	1.5	95.1	8.3	88.5
COc1cc(C(=O)NCC2CCCO2)cc(OC)c1OC (stereo not drawn)	2.8	-2.7	95.5	-7.5	91.3	6.3	82.1	2.9	87.2
CC1=Nn2c(nnc2-c2ccc(F)cc2)SC1	4.5	3.1	96.2	-5.9	85.7[fluorescence artefact?]	8.1	102.6	2.6[fluorescence artefact?]	100.6
O=C(C1CCN(S(=O)(=O)c2cnc[nH]2)CC1)N1CCN(Cc2ccc3c(c2)OCO3)CC1	7.6	3.4[fluorescence artefact?]	99.2	.	128.5[fluorescence artefact?]	6.6	102.1	-0.2	94.7
Cn1c(SCC(=O)NCc2ccco2)nnc1-c1c[nH]c2ccccc12	-1.2	17.3[fluorescence artefact?]	97.5	.	92.0[fluorescence artefact?]	-14.6	90.6	11.6[fluorescence artefact?]	99.0
N#Cc1cc2c(nc1SCC(=O)Nc1sc3c(c1C#N)CCC3)CCCCCC2	1.7	21.8[fluorescence artefact?]	75.2	2.3	155.4	17.7[fluorescence artefact?]	10.6*	22.5	76.6
COc1ccc(C2CC(=O)n3c(nc4ccccc43)S2)cc1OC (stereo not drawn)	-0.7	15.8	106.2	-4.5	93.8	14.5	114.9	-1.1	118.9
CCOC(=O)c1cn(CC(=O)Nc2ccc3c(c2)OCCO3)nn1	6.3	23.7	98.8	-9.2	86.6	0.5	95.2	2.9	101.0
CCC(=O)N(Cc1cc2cccc(C)c2[nH]c1=O)c1ccccc1OC	5.9	-8.5[fluorescence artefact?]	98.8	-9.3	125.6	5.5	85.4	-9.3	96.1
COc1ccc(-n2c(SCc3ccc(C#N)cc3)nnc2-c2ccccn2)cc1	0.2	-9.1	90.5	0.7	100.7	2.7	104.7	-2.4	115.1
O=C(CSc1nnc(-c2c[nH]c3ccccc23)n1-c1ccc(F)cc1)NCc1ccco1	9.5	-10.7	94.1	-7.3	73.6	4.0	52.7	-0.3	92.7
COc1ccc(CN2CCOCC2)cc1Br	6.2	6.9	103.5	7.1	101.3	-8.8	91.8	16.2	89.3
COc1ccc(-c2csc(Nc3cccnc3)n2)cc1OC	4.9	-1.6	104.0	-6.2	82.6	4.1	71.4	-3.0	92.0
O=C1/C(=C/c2ccc([N+](=O)[O-])cc2)C=C(c2ccccc2)N1c1ccc(O)cc1	4.7	24.1	54.2	28.6	99.8	4.8	26.1*	18.4	9.9*
CCOC(=O)c1c(NC(=O)c2nn(CC)cc2Br)sc(C)c1C	6.3	-1.3	95.9	-1.7	116.1	-3.5[fluorescence artefact?]	67.8	-1.7	81.7
COCCNC(=O)C(c1cccs1)N(CCc1ccccc1)C(=O)Cn1nnc2ccccc21 (stereo not drawn)	3.9	5.6	97.9	3.5	87.8	-5.7	78.0	-2.6	99.7

Part of the list above, with two lines to a compound.
Screens in order – Candida biofilm, ERb SRC1 inh, Lung fibro prol, sEH activator, ERa coact pot, Smad3 inh, H69AR inhibit, ERa SRC1 inh, HUVEC inhibit
COc1ccc(CN2CCOCC2)cc1Br
→ 6.2, 6.9, 103.5, 7.1, 101.3, -8.8, 91.8, 16.2, 89.3
COc1ccc(-c2csc(Nc3cccnc3)n2)cc1OC
→ 4.9, -1.6, 104.0, -6.2, 82.6, 4.1, 71.4, -3.0, 92.0

(continued)
Molecule	Candida biofilm	ERb SRC1 inh	Lung fibro prol	sEH activator	ERa coact pot	Smad3 inh	H69AR inhibit	ERa SRC1 inh	HUVEC inhibit
CCCCn1nc(NC(=O)c2cccs2)c2cc3cc(OC)ccc3nc21	6.5	-4.8[fluorescence artefact?]	100.9	30.5	113.9	1.1	56.5	-8.4[fluorescence artefact?]	80.2
CCOc1nc(Nc2ccc(OC)c(Cl)c2)nc(OCC)n1	3.8	-4.9	92.0	-9.3	106.8	-7.9	36.4*	-2.1	89.6
CC(=O)c1c(C)oc(C)c1CSCc1ccc(C(=O)O)o1	6.0	31.5	97.1	-1.5	50.6	4.2	61.9	27.6	102.7
O=C(NCc1ccccn1)C1COc2ccccc2O1 (stereo not drawn)	7.4	4.3	94.5	.	120.2[fluorescence artefact?]	8.8[fluorescence artefact?]	105.6	-4.9	91.3
CCN(CC)CC(=O)c1c[nH]c2ccc(C)cc12	2.3	-11.1	91.6	-2.3	105.9	4.9	76.3	-36.9	90.6
Cc1ccccc1OCC(O)Cn1c(NCc2ccco2)nc2c1c(=O)[nH]c(=O)n2C (stereo not drawn)	2.4	2.8[fluorescence artefact?]	98.5	0.3	186.8	7.2[fluorescence artefact?]	81.1	5.1[fluorescence artefact?]	84.6
CN(C)CC1(c2ccccc2)CCCC1	3.5	-6.7[fluorescence artefact?]	106.2	.	102.1[fluorescence artefact?]	1.7	94.5	3.1[fluorescence artefact?]	95.1
COc1ccc(NC(=O)c2nc[nH]c2C(=O)Nc2ccccc2C)cc1	9.9	-1.9	66.1	7.5	125.3	-1.4	19.7*	0.0	53.1
CCCNc1nc(NCC)nc(OC)n1	2.3	-15.5[fluorescence artefact?]	99.5	-8.4	108.1	1.8	78.2	-7.1	91.0
O=C(NC(=O)c1ccccc1)OCC1CCCN2CCCCC12 (stereo not drawn)	10.4	6.5[fluorescence artefact?]	92.5	.	104.0	-0.6	89.7	4.5[fluorescence artefact?]	102.8
O=C(NCCCN1CCCC1=O)c1csc2ccccc12	6.6	-8.0	94.3	3.4	103.0	15.4[fluorescence artefact?]	99.2	-4.2	88.2
COc1cccc(NC(=O)CSc2nnc(CN3CCOCC3)n2C)c1	3.3	-3.0	94.8	0.9	98.8	1.3	89.7	1.5	99.0
COc1ccc(C(C(=O)NC(C)(C)C)N(Cc2cccs2)C(=O)CCC(=O)Nc2cc(C)on2)cc1 (stereo not drawn)	7.7	-1.8	97.2	0.2	95.0[fluorescence artefact?]	3.6	78.4	-0.8	102.1
CC1Cc2ccccc2N1Cc1cc(=O)n2ccsc2n1 (stereo not drawn)	4.3	18.7	98.6	7.9	110.1[fluorescence artefact?]	2.7	81.9	1.5	109.5
CCOC(=O)C1Cc2ccccc2CN1 (stereo not drawn)	0.2	57.3*[fluorescence artefact?]	96.9	9.4	102.1	13.7[fluorescence artefact?]	102.0	-4.8	96.5
COc1ccc(CCNC(=O)C(=O)N2CCCCC2)cc1OC	1.6	5.8[fluorescence artefact?]	108.5	8.2	102.4[fluorescence artefact?]	-14.7	101.6	18.0	112.7
CCCn1c(NCc2ccco2)nc2c1c(=O)n(C)c(=O)n2C	8.1	52.9*[fluorescence artefact?]	96.6	7.4	96.1[fluorescence artefact?]	6.7	84.3	63.7*[fluorescence artefact?]	104.9
CCC(C)N1CC(O)=C(c2nc3ccccc3[nH]2)C1=N (stereo not drawn)	0.8	-5.4	106.0	19.9	88.4	4.1	91.5	-9.5	92.9
O=C(CN1CCN(Cc2ccccc2)CC1)NC(=O)NC1CCCCC1	2.2	2.6[fluorescence artefact?]	90.2	.	115.5	4.2	103.9	1.4[fluorescence artefact?]	76.8
CCOC(=O)c1sc(=S)n(C)c1C	6.5	-5.0	104.0	-6.9	100.8	1.7	94.2	-6.0	105.2
CCCNS(=O)(=O)c1cccc2cccnc12	12.2	-3.5	94.5	-3.9	135.6	6.2	102.3	-4.4	96.8
Cc1cccc(N2CCCn3c2nc2c3c(=O)n(CCN3CCOCC3)c(=O)n2C)c1	6.9	-1.5	86.8	7.9	107.4	1.8	54.6	-0.9[fluorescence artefact?]	95.4
CCC(=O)c1ccc(OCCN2CCOCC2)cc1	6.1	-30.5[fluorescence artefact?]	102.9	-4.1	107.3[fluorescence artefact?]	11.7[fluorescence artefact?]	99.8	-29.8	99.5
CCn1c(N)c(C(=O)NCc2ccco2)sc1=S	3.6	-5.9	105.1	5.5	113.5	9.8	94.9	6.5	102.1
CCOc1ccc(-c2noc(-c3cccnc3)n2)cc1OC	1.2	5.2	116.2	-4.7	59.6	-7.2	91.0	11.6	114.5
O=C(C1CCN(S(=O)(=O)c2cnc[nH]2)CC1)N1CCc2ccccc2C1	5.9	7.6	102.4	.	94.7	8.8[fluorescence artefact?]	92.2	12.6	100.8
CN(C)c1ccc(-c2nn3c(-c4ccc(Cl)cc4Cl)nnc3s2)cc1	5.5	64.3*[fluorescence artefact?]	85.1	.	51.1	27.1	13.9*	85.3*[fluorescence artefact?]	45.5
Cc1cc(C)c(S(=O)(=O)c2ccccc2)c(OC(=O)c2c(F)cccc2Cl)n1	-5.8	9.0[fluorescence artefact?]	92.8	-4.2	74.0	10.7	81.4	15.2[fluorescence artefact?]	77.9
OC1CCCN(Cc2ccccc2)C1 (stereo not drawn)	5.0	-2.1	105.2	-1.3	103.4[fluorescence artefact?]	2.3	104.3	-11.6	98.4
CC1CCCCC1NC(=O)C1CCN(C(=O)NC2CCCCC2)CC1 (stereo not drawn)	6.1	1.5	96.4	-22.6	100.8	-7.4	100.5	2.5	97.4
Cc1onc(C(=O)N2CCC(C(N)=O)CC2)c1-c1ccccc1Cl	5.3	0.9	101.2	3.6	119.7	1.4	91.2	0.3	99.9
CSc1nc2ccccc2c(=O)n1N	-0.8	1.0	102.1	-7.8	111.1	-21.8	109.7	-0.8	95.4
O=C1CNC(=O)N1CC(=O)N1CCCc2ccccc21	-0.1	0.3	91.4	17.8	100.8	15.0	99.9	-2.6	82.0
CCCCN(C)S(=O)(=O)c1cc(Br)cc2c1N(C(=O)C1CC1)CC2	-2.0	0.2[fluorescence artefact?]	91.8	.	93.0	-8.3	31.4*	3.6[fluorescence artefact?]	76.7
Fc1cccc(-n2ncc(-c3nnnn3-c3ccccc3)c2C(F)(F)F)c1	4.4	0.9	90.1	-5.0	101.5	4.2	103.3	7.7	97.5
c1ccc(-c2csc3ncnc(NCCCN4CCOCC4)c23)cc1	0.2	-9.9	98.8	-2.0	102.7	-2.6	62.7	-12.8	96.7
